# Compound activity (PubChem)
# HSP90 inh – blocks HSP90-mediated luciferase refolding in reticulocyte lysate; inhibition, % at 5.6 µM; Rabbit reticulocyte lysate, luciferase refolding luminescence, 3 h; 0.91% of 290,000 active;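 active = inhibition above the screen-wide mean plus 3 SD, computed separately per campaign, cut at about 16% in these data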;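 note: 0% = DMSO wells and 100% = 60 µM geldanamycin wells; inhibitors lower the luminescence because luciferase stays unfolded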
# GSK3A inh – inhibitors of human GSK-3 alpha kinase | 0.1% of 320,000 active | inhibition, % at 10 µM | ADP-Glo luminescence, 60 min;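 in the data active = inhibition above about 50%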;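 note: GST-tagged GSK-3 alpha with peptide substrate and 25 µM ATP; 0% = DMSO neutral wells and 100% = GW8510 positive control wells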
# Target sequence (P49840 whole entry, looked up): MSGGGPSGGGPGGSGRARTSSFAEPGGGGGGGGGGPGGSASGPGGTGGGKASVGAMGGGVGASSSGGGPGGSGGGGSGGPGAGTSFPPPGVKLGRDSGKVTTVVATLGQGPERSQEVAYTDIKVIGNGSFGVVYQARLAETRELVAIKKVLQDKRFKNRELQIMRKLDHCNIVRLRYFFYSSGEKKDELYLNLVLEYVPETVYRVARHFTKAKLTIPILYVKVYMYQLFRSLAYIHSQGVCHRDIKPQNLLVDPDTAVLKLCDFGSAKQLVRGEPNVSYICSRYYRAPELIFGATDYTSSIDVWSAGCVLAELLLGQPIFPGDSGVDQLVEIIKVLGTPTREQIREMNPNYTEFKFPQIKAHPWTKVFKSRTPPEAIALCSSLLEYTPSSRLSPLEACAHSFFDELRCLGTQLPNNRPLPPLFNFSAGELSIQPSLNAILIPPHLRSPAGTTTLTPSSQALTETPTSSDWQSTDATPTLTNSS
# AI-2 QS modul – Vibrio harveyi AI-2 quorum sensing modulation; 0.4% of 300,000 active; AID 2094; Vibrio harveyi JMH597 AI-2 luminescence/OD600 ratio, 9 h; stronger effect = lower value; strain lacks LuxN and CqsS sensors; 0 = neutral-control median; activity change, % at 7.5 µM; in the data active = activity change below about -75%, passing the limit was not always enough;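 note: luminescence divided by OD600 gain over 9 h not by final OD600 alone; inactives centre near 13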
# KLF5 inhibitor – inhibitors of KLF5 expression. DLD-1 KLF5 promoter-luciferase reporter, luminescence. inhibition, % at 5 µM. 0.23% of 290,000 active. AID 1700;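 active = inhibition above a per-plate limit of that plate's mean compound inhibition plus 3 SD, cut at about 60% in these data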;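 note: 0% = DMSO wells and 100% = LY294002 at 200 µM; higher means less KLF5 promoter-driven luciferase light; inactives centre near -14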
# HSF1 inh – HSF1 inhibition; NIH3T3-HGL HSE-luciferase, MG132-induced, luminescence 8 h; stronger effect = lower value; activity change, negative = inhibition, % at 7.5 µM (by protocol); 0.77% of 300,000 active;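 active = more than half of replicate wells show activity change below -50%, luminescence cut by over half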;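 note: luciferase reports HSF-1 transcriptional activity via heat shock element; 0% = median of DMSO wells and -100% = zero luminescence signal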
# HSF1 activator – increases HSF-1 driven luciferase reporter signal | activation, % at 9 µM | 1.7% of 300,000 active | AID 504408 | NIH3T3-HGL HSF-1 luciferase reporter, MG132, 8 h; 100% = twice DMSO control signal;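 active = mean replicate activation of at least 50% with a set share of replicates each reaching 50%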;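 note: 0% = median of the neutral control wells and 100% = twice that signal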
# IEC-6 tox – IEC-6 cytotoxicity, counter-screen for KLF5 inhibitors; luminescence viability; inhibition, % at 5 µM; 0.78% of 290,000 active; in the data active = inhibition above about 22%;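 note: 0% = plate median of test compound wells and 100% = cytotoxic reference compound wells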
# PolyA inh – inhibitors of polyadenylation in S. cerevisiae; S. cerevisiae SKY197-pL101 polyadenylation reporter, beta-gal luminescence; efflux-impaired pdr1/pdr3 knockout yeast; score 100 = 6 SD above DMSO; calls only at 12 µM; AID 1875; 0.02% of 300,000 active;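 active = lowest replicate activity score at least 50, where 100 means six control SD above control mean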;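 note: yeast exposed to compound for 9 h at 30 °C; higher score means more reporter readthrough which indicates perturbed polyadenylation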
# GSK3beta inhib – inhibitors of human GSK3beta kinase; P49841; GST-GSK3beta kinase, ADP-Glo luminescence, 60 min; stronger effect = lower value; activity score (negative = inhibition), % at 10 µM; 0.038% of 300,000 active;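 active = more than half of replicate wells score below -50%, meaning over 50% inhibition versus plate controls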;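 note: 0% = median DMSO wells and -100% = median GW8510 positive control wells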
# Target sequence (P49841 whole entry, looked up): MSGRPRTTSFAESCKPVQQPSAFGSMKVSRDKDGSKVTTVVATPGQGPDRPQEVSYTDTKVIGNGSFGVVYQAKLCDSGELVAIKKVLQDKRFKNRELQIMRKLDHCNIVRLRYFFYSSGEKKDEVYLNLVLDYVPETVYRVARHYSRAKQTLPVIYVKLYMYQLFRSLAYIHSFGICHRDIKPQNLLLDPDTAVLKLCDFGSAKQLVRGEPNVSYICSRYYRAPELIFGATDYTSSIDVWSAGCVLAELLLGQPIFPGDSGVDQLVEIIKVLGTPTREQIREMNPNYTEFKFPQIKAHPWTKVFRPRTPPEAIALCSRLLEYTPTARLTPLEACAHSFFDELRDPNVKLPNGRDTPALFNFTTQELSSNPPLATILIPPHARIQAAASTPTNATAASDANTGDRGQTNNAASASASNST
#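 test system = GST-tagged human GSK3beta kinase, cell-free | reagent = 25 µM ATP with peptide substrate | dosing = one dose of 10 µM per compound | schedule = 60 min reaction, RT | detection = luminescent ADP-Glo measurement of ADP formed | control set = DMSO neutral wells and GW8510 at 20 µM as positive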
# aSyn 5UTR inh – MLPCN primary screen, SNCA 5' untranslated region; alpha-synuclein 5'UTR reporter, inhibitor activity; inhibition, % (tested at 7.5 µM); 0.82% of 300,000 active; in the data active = inhibition above about 60%;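 note: H4 neuroglioblastoma cells stably carrying SNCA 5'UTR luciferase fusion; 0% = DMSO wells and 100% = positive control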
# Starred values were filed as active, the others as inactive; i = inactive; nt = not tested or not shown.
# Start of the listing, in advance, two compounds:
nr	Compound	HSP90 inh	GSK3A inh	AI-2 QS modul	KLF5 inhibitor	HSF1 inh
1	O=C(CSc1ncnc2sc3c(c12)CCC3)Nc1ccccc1C(=O)O	-1.4	-1.8	28.5	5.7	-2.4
2	CC1CCN(C(=O)Cn2nnc(-c3cccs3)n2)CC1	-1.4	0.0	2.3	-138.9	21.1

nr	HSF1 activator	IEC-6 tox	PolyA inh	GSK3beta inhib	aSyn 5UTR inh
1	-6.9	1.1	i	-0.9	14.6
2	23.5	4.3	i	0.9	-131.4

# This part in full, previewed entries included:
nr	Compound	HSP90 inh	GSK3A inh	AI-2 QS modul	KLF5 inhibitor	HSF1 inh
1	O=C(CSc1ncnc2sc3c(c12)CCC3)Nc1ccccc1C(=O)O	-1.4	-1.8	28.5	5.7	-2.4
2	CC1CCN(C(=O)Cn2nnc(-c3cccs3)n2)CC1	-1.4	0.0	2.3	-138.9	21.1
3	Cc1ccc(OCCOCCN2CCCC2)c(Br)c1	-0.1	-4.7	2.4	-14.2	-11.5
4	O=C(NNC(=O)c1cccnc1)Nc1ccccc1	-3.4	0.7	20.0	-17.4	-10.3
5	O=C(O)C12C[C@H]3C[C@@H](C1)CC(n1ncc(N4CCN(c5ccccc5)CC4)c(Cl)c1=O)(C3)C2	6.3	-1.8	41.7	-16.3	-5.4
6	O=C(O)c1ccc(NC(=S)NC(=O)c2cncc(Br)c2)cc1	51.2*	0.4	nt	13.7	-22.4
7	CCOc1ccc(-c2nnc(-c3cccs3)o2)cc1	9.0	-3.4	14.2	-183.8	5.8
8	O=C(c1ccc(CNc2c(N3CCOCC3)c(=O)c2=O)cc1)N1CC=C(c2ccccc2)CC1	1.7	0.2	nt	-13.9	nt
9	C=CCn1c(-c2cccc(S(=O)(=O)N(CC)CC)c2)n[nH]c1=S	8.4	-0.1	3.9	-5.4	7.6
10	CC(=O)c1ccc(OCC(O)CN2CCCC(C)C2)cc1 (stereo unspecified)	-0.5	0.2	9.2	-20.4	5.2
11	Cc1nn(CCOc2cccc(Cl)c2)c(C)c1[N+](=O)[O-]	5.0	3.3	18.8	-11.4	4.2
12	Cc1cc(C(=O)CC#N)c(C)n1-c1ccc(OC(F)F)cc1	0.9	2.4	13.0	-15.2	-0.3
13	COCCn1c(SC)nnc1-c1c[nH]c2ccccc12	-2.6	-0.4	19.9	-7.8	-5.7
14	Cc1nnc(SCC(=O)NC(C)(C)C)n1NCc1ccc(Cl)cc1	0.1	-2.1	21.7	-14.4	nt
15	COC(=O)c1[nH]c2ccc(F)cc2c1NS(=O)(=O)c1ccc(OC)cc1OC	-3.8	2.6	58.1	-14.0	-1.3

nr	HSF1 activator	IEC-6 tox	PolyA inh	GSK3beta inhib	aSyn 5UTR inh
1	-6.9	1.1	i	-0.9	14.6
2	23.5	4.3	i	0.9	-131.4
3	-0.6	-0.8	i	-1.3	6.7
4	-16.7	2.0	i	-0.8	18.1
5	-2.9	-2.4	i	0.4	-4.3
6	-13.2	-0.7	i	nt	-5.8
7	29.3	5.8	i	1.0	2.4
8	nt	0.2	nt	nt	nt
9	45.3	0.7	i	-6.9	-5.1
10	-6.0	-3.1	i	3.6	-8.1
11	-1.0	8.7	i	-2.4	-15.4
12	-7.0	-0.4	i	3.9	1.8
13	-14.4	-2.9	i	-2.1	-33.3
14	nt	-0.3	nt	1.9	nt
15	10.1	0.7	i	-5.0	12.0

# Later entries:
nr	Compound	HSP90 inh	GSK3A inh	AI-2 QS modul	KLF5 inhibitor	HSF1 inh
16	O=C(NNC(=O)C1CC1c1ccccc1)Nc1cccc(Cl)c1 (stereo unspecified)	1.1	-0.5	5.6	-31.4	5.1
17	Nc1nc(SCC(=O)N2CCCc3ccccc32)[nH]c(=O)c1-c1ccccc1	0.2	-1.7	22.2	7.0	-0.6
18	CCCNC(=S)N(Cc1cc2cc(C)ccc2n2nnnc12)CC(C)(C)CN(C)C	-1.6	0.9	3.1	6.0	1.4
19	CCOC(=O)c1c(C)nc2sc3c(c2c1-c1ccc(OC)cc1)NC(c1ccccc1)NC3=O (stereo unspecified)	-8.6	nt	0.7	-29.1	-5.3
20	O=C1/C(=C/c2ccccn2)SC(=S)N1c1cccc(O)c1	-7.1	-2.6	18.4	-8.7	25.6
21	Cc1nc(NC(=O)c2ccccc2)sc1-c1csc(NCc2ccco2)n1	48.3*	nt	48.9	-36.0	13.1
22	Cc1cc(-c2onc(C)c2C(=O)N/N=C/c2ccccc2)no1	-0.1	-0.2	21.3	1.6	-1.0
23	Cc1c(C(=O)NCc2c(F)cc(F)cc2F)oc2ccc(S(=O)(=O)N3CCOCC3)cc12	-1.4	-2.3	-1.9	-20.3	-23.6
24	O=[N+]([O-])c1cccc(CN2CCN(S(=O)(=O)Cc3ccccc3)CC2)c1	-2.4	-2.3	17.3	-51.6	4.7
25	O=C(COC(=O)c1ccc([N+](=O)[O-])s1)Nc1ccc(Cl)cn1	0.9	0.1	16.6	2.3	-1.2
26	COc1ccccc1/C=C1/C(=O)N(c2cc(C)cc(C)c2)C(c2cccc([N+](=O)[O-])c2)S1(=O)=O (stereo unspecified)	4.3	-0.9	24.4	-4.6	0.6
27	COC(=O)COc1ccc(S(=O)(=O)Nc2ccc(NC(C)=O)cc2)cc1C	-2.1	1.3	6.2	-5.6	0.0
28	CCC1(C)OC(=O)N(CCCn2ccnc2C)C1(C)O (stereo unspecified)	-0.1	-3.4	7.4	-17.6	0.9
29	CCSc1nc(-c2ccccc2)c2cc(Cl)ccc2n1	-1.9	-7.4	-1.9	19.7	-3.9
30	O=C(NC1CCCC1)C(c1ccncc1)N(C(=O)Cc1cccs1)c1ccc(F)cc1 (stereo unspecified)	-1.1	-0.8	24.0	-13.1	10.1

nr	HSF1 activator	IEC-6 tox	PolyA inh	GSK3beta inhib	aSyn 5UTR inh
16	-8.0	-0.6	i	-1.0	17.5
17	-8.1	2.8	i	1.9	-26.3
18	9.7	-4.7	i	-5.5	-20.2
19	-14.5	-7.1	i	1.9	3.3
20	26.7	-6.6	i	-1.0	-11.1
21	16.4	8.4	i	-3.0	-39.4
22	1.4	-4.4	i	6.5	0.0
23	-41.6	-1.9	i	2.3	33.8
24	11.1	-6.4	i	0.8	3.2
25	-5.1	1.1	i	-1.0	-32.7
26	8.4	-2.6	i	-2.1	6.4
27	-2.0	-4.7	i	-1.8	-12.4
28	-6.7	2.8	i	-2.9	-5.6
29	4.3	2.0	i	0.7	23.9
30	27.8	2.9	i	-4.1	-8.8

# (more compounds)
nr	Compound	HSP90 inh	GSK3A inh	AI-2 QS modul	KLF5 inhibitor	HSF1 inh
31	O=C(O)c1ccc(Cl)c(NC(=O)C2CCCN2S(=O)(=O)c2cccc3nsnc23)c1 (stereo unspecified)	0.8	29.1	23.7	8.2	0.8
32	Cn1c(COc2ccc(Cl)cc2Cl)nnc1SCC(=O)NCC1CCCO1 (stereo unspecified)	-0.8	17.7	22.7	-10.6	3.4
33	COCc1nnc(NC(=O)c2cc(Cl)ccc2OC)s1	2.5	-1.8	14.8	-33.6	5.4
34	CC(=O)CSc1nsc(SCC(C)=O)c1C#N	8.8	4.2	3.0	-17.8	17.1
35	COc1cccc(OCC(Cn2cnc3ccccc32)OC(C)=O)c1 (stereo unspecified)	-4.7	-4.3	14.3	-9.4	3.0
36	CC(OC(=O)Cc1coc2ccc3ccccc3c12)C(=O)NC(N)=O (stereo unspecified)	5.2	3.9	11.8	-8.1	9.5
37	CC(=O)Oc1ccc2c(c1)Oc1cc(OC(C)=O)ccc1C21OC(=O)c2ccccc21	0.4	4.6	nt	-63.7	nt
38	C/C(=N\NC(=O)C1COc2ccccc2O1)c1ccc(Cl)s1 (stereo unspecified)	0.7	1.8	2.5	5.5	14.9
39	COc1ccc(C(=O)Nc2ccccc2C(=O)N2CCCCCC2)cc1	0.0	-2.6	16.4	-10.8	2.6
40	O=C(COC(=O)c1cc(F)cc(F)c1)NCCCc1ccccc1	-1.3	-2.9	8.2	-19.7	1.8
41	CCOc1cc(CNc2nn[nH]n2)ccc1OCC(=O)NC(C)(C)C	2.4	0.4	2.8	-1.3	0.9
42	CCn1c(C)nnc1SCC(=O)Nc1cccc(C(F)(F)F)c1	10.6	-1.4	-45.0	-8.9	-5.5
43	NS(=O)(=O)c1ccc(CCNC(=O)CNS(=O)(=O)c2cccc(Br)c2)cc1	-4.8	-0.4	31.9	-23.6	-6.6
44	Cc1sc(NC(=O)c2ccccc2)c(C(=O)NCCN(C)C)c1C	2.0	1.5	39.7	7.0	2.6
45	NCC(=O)Nc1ccc(Br)cc1	-4.9	-0.7	2.8	-17.4	-4.3

nr	HSF1 activator	IEC-6 tox	PolyA inh	GSK3beta inhib	aSyn 5UTR inh
31	-15.5	1.5	i	-1.2	-0.2
32	16.8	-3.0	i	0.7	-2.0
33	17.7	4.3	i	2.4	-57.7
34	35.6	0.7	i	0.8	-5.5
35	-7.2	-7.8	i	3.2	-2.0
36	32.6	7.7	i	-5.9	6.8
37	nt	1.2	nt	nt	nt
38	-7.2	4.5	i	3.3	-19.3
39	4.0	2.0	i	0.5	-6.3
40	34.0	-7.5	i	0.4	6.1
41	-9.8	9.6	i	-1.1	-1.1
42	-0.3	7.4	i	-0.8	2.3
43	-9.5	-1.3	i	0.2	13.1
44	15.0	8.1	i	-0.8	-14.0
45	-5.6	-6.6	i	-12.1	-28.7

# Shown with tabs: part of the list above
No.	canonical_smiles	HSP90 inh	GSK3A inh	AI-2 QS modul	KLF5 inhibitor	HSF1 inh	HSF1 activator	IEC-6 tox	PolyA inh	GSK3beta inhib	aSyn 5UTR inh
38	C/C(=N\NC(=O)C1COc2ccccc2O1)c1ccc(Cl)s1 (stereo unspecified)	0.7	1.8	2.5	5.5	14.9	-7.2	4.5	i	3.3	-19.3
40	O=C(COC(=O)c1cc(F)cc(F)c1)NCCCc1ccccc1	-1.3	-2.9	8.2	-19.7	1.8	34.0	-7.5	i	0.4	6.1
44	Cc1sc(NC(=O)c2ccccc2)c(C(=O)NCCN(C)C)c1C	2.0	1.5	39.7	7.0	2.6	15.0	8.1	i	-0.8	-14.0

# (list continues)
nr	Compound	HSP90 inh	GSK3A inh	AI-2 QS modul	KLF5 inhibitor	HSF1 inh
46	CCc1ccccc1NC(=O)CN(C)C(=O)CSc1nnc(Nc2ccc(C)cc2)s1	0.8	-2.1	20.9	-19.8	2.2
47	Cn1c(SCC(=O)N2CCOCC2)nc2c(c1=O)SCC2	-1.1	-2.5	9.1	-19.0	-3.7
48	Nc1nnc(SCC(=O)OCC(=O)NC23CC4CC(CC(C4)C2)C3)s1	-0.8	-2.5	18.8	-3.7	-2.6
49	Nc1nnc(CCc2ccccc2)s1	-1.3	-1.1	26.8	16.7	-0.8
50	CCCOc1ccc(-c2nn(-c3ccccc3)cc2/C=C2\SC(N)=NC2=O)cc1C	-1.2	-0.8	48.5	-3.0	-8.7

nr	HSF1 activator	IEC-6 tox	PolyA inh	GSK3beta inhib	aSyn 5UTR inh
46	-2.3	-1.3	i	3.2	12.1
47	-18.3	2.3	i	-0.6	-10.8
48	-5.8	-2.3	nt	0.5	10.2
49	6.5	5.9	nt	2.1	9.5
50	-2.9	0.3	i	1.9	1.8

# An excerpt; count on the stated rates, not on these rows.
